Source: PubChem BioAssay (several laboratories)
PPC-1+TRAIL kill: PPC-1 cancer cell killing with TRAIL present; PPC-1 cells + TRAIL, ATPLite viability luminescence; 0.41% of 220,000 active; cell killing (% activity), % at 4 µM;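 active = cell killing above 50% in the first pass at 4 µM, then a duplicate retest at 5 µM averaging 50% or more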;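 note: plate controls were cells with TRAIL plus DMSO for no effect and medium-only wells lacking cells for full effect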
p47phox inh: p47phox (human) inhibition. P14598. p47phox/p22phox peptide binding, fluorescence polarization, 2 h. inhibition, % at 24.7 µM. 0.53% of 220,000 active;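 active = inhibition above about 30%, limit read from the data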;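 note: 0% = p47phox with labelled peptide and 100% = labelled peptide alone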
Target sequence (P14598 whole entry, looked up): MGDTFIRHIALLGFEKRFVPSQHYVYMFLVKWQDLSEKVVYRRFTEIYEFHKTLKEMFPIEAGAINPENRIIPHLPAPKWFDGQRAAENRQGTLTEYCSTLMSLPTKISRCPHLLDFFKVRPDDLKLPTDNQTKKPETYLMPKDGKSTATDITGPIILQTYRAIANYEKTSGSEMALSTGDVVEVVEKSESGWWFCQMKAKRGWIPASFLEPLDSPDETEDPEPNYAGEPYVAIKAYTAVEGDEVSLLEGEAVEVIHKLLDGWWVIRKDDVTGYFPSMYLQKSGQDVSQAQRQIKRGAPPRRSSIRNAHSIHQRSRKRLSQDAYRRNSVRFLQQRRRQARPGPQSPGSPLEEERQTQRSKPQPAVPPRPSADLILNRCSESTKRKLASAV
p97 inhibitor: inhibitors of human p97 ATPase | recombinant p97 ATPase, Kinase-Glo ATP luminescence, 3 h | inhibition, % at 8 µM | 0.42% of 220,000 active | AID 1481; in the data active = inhibition above about 15%;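 note: 0% = DMSO vehicle and 100% = wells lacking enzyme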
PGE2 EP2 inh: EP2 receptor (human) inhibition; AID 1422; 0.52% of 260,000 active; P43116; inhibition, % at 25 µM; C6 glioma cells expressing human EP2, cAMP TR-FRET; cells stimulated with saturating PGE2;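 active = percent inhibition above 40 after rounding to a whole number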;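 note: rat C6 glioma host cells with rolipram phosphodiesterase inhibitor present; the protocol text gives 20 µM as final concentration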
Target sequence (P43116 whole entry, looked up): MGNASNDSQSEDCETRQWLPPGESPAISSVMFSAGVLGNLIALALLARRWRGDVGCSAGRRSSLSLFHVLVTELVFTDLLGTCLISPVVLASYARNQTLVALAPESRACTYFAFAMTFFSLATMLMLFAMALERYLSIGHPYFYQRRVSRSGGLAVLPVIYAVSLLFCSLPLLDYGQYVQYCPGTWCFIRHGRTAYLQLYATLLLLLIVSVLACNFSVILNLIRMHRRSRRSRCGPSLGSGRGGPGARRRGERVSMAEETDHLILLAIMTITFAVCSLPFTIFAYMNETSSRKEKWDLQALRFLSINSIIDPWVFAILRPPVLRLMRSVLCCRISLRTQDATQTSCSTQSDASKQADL
RBBP9 inhibitor: inhibitors of human serine hydrolase RBBP9; recombinant RBBP9, FP-Rh probe fluorescence polarization; inhibition, % at 7.94 µM; O75884; 0.2% of 220,000 active;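 active = inhibition above the campaign mean of all tested compounds plus 3 SD, cut at about 14% in these data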;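 note: plate controls were DMSO wells with RBBP9 for no effect and wells lacking RBBP9 protein for full effect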
Target sequence (O75884 whole entry, looked up): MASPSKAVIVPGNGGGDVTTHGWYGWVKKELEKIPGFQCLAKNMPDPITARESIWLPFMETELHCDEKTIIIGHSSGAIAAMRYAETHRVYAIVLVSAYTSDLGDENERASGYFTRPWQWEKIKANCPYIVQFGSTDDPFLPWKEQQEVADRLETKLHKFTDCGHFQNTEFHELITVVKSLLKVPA
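Controls: DMSO-treated enzyme wells and wells lacking RBBP9 | Material: RBBP9 protein | Technique: Fluorescence polarization | Replication: Single well per compound, no replicates | Buffer or medium: Tris-NaCl-Pluronic buffer, pH 8.0 | Timing: 30 min compound preincubation, 45 min probe labeling, 25 °C | Read-out basis: Percent inhibition from mP, scaled between DMSO and no-protein wells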
Tb hexokinase: T. brucei hexokinase 1 inhibition; recombinant TbHK1, G6PDH-coupled NADH A340; AID 1430; inhibition, % at 10 µM; 0.11% of 220,000 active;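 active = inhibition of 50% or more in the single-dose primary screen; inactive = inhibition below 50%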
BaF3 tox: counter-screen for JAK2V617F inhibitors: parental Ba/F3 viability inhibitors | 1.1% of 220,000 active | inhibition, % at 5.6 µM | CellTiter-Glo ATP luminescence;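 active = inhibition above a per-campaign cutoff, the mean inhibition of all tested compounds plus 3 SD, cut at about 27% in these data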;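 note: 0% = DMSO wells and 100% = JAK Inhibitor I control wells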
Ba/F3 V617F tox: loss of viability in JAK2V617F-driven Ba/F3 cells; AID 1446; Ba/F3 EpoR-JAK2V617F viability, ATP luminescence; inhibition, % at 5.6 µM; 1.1% of 220,000 active;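 active = inhibition above the campaign mean plus 3 SD over all tested compounds, cut at about 24% in these data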;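 note: cytokine-independent growth of Ba/F3 cells driven by EpoR plus mutant JAK2; 0% = DMSO-treated cells and 100% = JAK inhibitor I control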
Furin inh: human furin inhibition. P09958. purified furin, fluorogenic substrate cleavage. inhibition, % at 30 µM. 0.061% of 220,000 active. AID 463115; in the data active = inhibition above about 25%; note: inactives centre near -15
Active calls of the source: *; x = not tested or not shown; & = joins results of further samples; [ ] = dose if it differs, or a comment. This is a subset, so the mix of outcomes need not match the whole.

1	CCOC(=O)C1CCCN(S(=O)(=O)c2ccc(C)cc2)C1 (stereo not given)
2	Cc1cc(NC(=O)CSc2nnc(-c3cccnc3)n2N)no1
3	Cc1cc2nc(-c3ccncc3)cc(C(F)(F)F)n2n1
4	COc1ccc(N2C(=O)C(CC(N)=O)N(NC(=O)c3cccc(OC)c3)C2=S)cc1 (stereo not given)
5	COc1ccc(S(=O)(=O)N2CCC(C(=O)NCc3ccccn3)CC2)cc1Cl
6	COc1cc(C2Nc3cccc4cccc(c34)N2)cc(OC)c1OC(C)=O
7	O=C(CSc1nc2c(sc3ccccc32)c(=O)n1-c1ccccc1)NCc1ccco1
8	Cc1ccc(S(=O)(=O)N2CCCC(C(=O)NCc3ccco3)C2)cc1Cl (stereo not given)

compound no.	1	2	3	4	5	6	7	8
PPC-1+TRAIL kill	20	10	18	-8	-4	5	35	12
p47phox inh	-4	-10	3	-4	4	-3	-19	-15
p97 inhibitor	0	3	-1	4	2	10	10	1
PGE2 EP2 inh	4	16	8	13	17&11	x	5	4
RBBP9 inhibitor	-7	-7	-14	-4	8	2	-3	0
Tb hexokinase	3	-10	-2	1	2	-10	-8	3
BaF3 tox	8	1	1	4	2	40*	6	0
Ba/F3 V617F tox	-2	0	0	1	-4	0	-4	-3
Furin inh	-25[20 µM]	-29[20 µM]	-15	-20	-21[20 µM]	-11	-13	-16[20 µM]

9	C=CCn1c(=NC(=O)c2ccco2)sc2cc(C(=O)OCC)ccc21
10	COc1ccccc1-n1c(-c2ccccc2)c[n+]2c1CCc1ccccc1-2
11	C=CCc1c(C)c(C#N)c2nc3ccccc3n2c1NCCN(C)C
12	CCOC(=O)N1CCN(C(=O)CSc2ccc(-c3cccnc3)nn2)CC1
13	COC(=O)c1cccc(-n2[nH]nnc2=S)c1
14	COc1ccc(-n2cnc3sc(-c4ccccc4)cc3c2=O)cc1
15	CS(=O)(=O)N(CCc1ccccc1)CC(=O)Nc1ccc2c(c1)OCO2
16	O=C1C(N2CCOCC2)=C(n2nnc3ccccc32)C(=O)c2ccccc21

compound no.	9	10	11	12	13	14	15	16
PPC-1+TRAIL kill	22	38&28	17	19	25	17	6	35
p47phox inh	10	-2&-1	-12	3	-16	-3	-22	4
p97 inhibitor	2	-5&4	0	4	1	2	-2	1
PGE2 EP2 inh	41*	11&9	15	7	7	9&8	9	40*
RBBP9 inhibitor	4	-16&3	-9	-4	-3	0	-1	3
Tb hexokinase	-39	5&1	-10	2	-3	-12	2	-11
BaF3 tox	6	79*	6	9	2	-1	1	2
Ba/F3 V617F tox	0	101*	0	-3	-4	2	-4	6
Furin inh	-14	-18&-22	-7	-31	-8[20 µM]	-20[20 µM]	-17[20 µM]	-12[20 µM]

17	COCCOC(=O)C1=C(C)N=C2SCCC(=O)N2C1c1ccc(OC(=O)c2ccco2)cc1 (stereo not given)
18	Cc1cc(C)nc(Sc2c(C)nn(-c3ccccc3)c2C)n1
19	Cc1cccc(C)c1N1CCN(c2nc(N(C)C)oc(=O)c2C#N)CC1
20	C=CCNC(=O)c1ccc(S(=O)(=O)CC)c(Cl)c1Cl
21	Cc1ccc(/C=C\c2nccc3c2[nH]c2ccccc23)cc1
22	CC1CCN(C(=O)COC(=O)c2n[nH]c3ccccc23)CC1
23	Cc1cccc2cc3c(N)c(C(=O)N4CCc5ccccc54)sc3nc12
24	COc1ccc2nc(N3CCOCC3)cc(C)c2c1

compound no.	17	18	19	20	21	22	23	24
PPC-1+TRAIL kill	20	2	6	-10	-27	20	6	37
p47phox inh	3	-11	-4	-3	-33	-15	-67	-4
p97 inhibitor	-4	1	-1	0	1	0	4	0
PGE2 EP2 inh	4	10	3	7	11	12	10&5	7
RBBP9 inhibitor	-7	15*	-7	-3	-5	-14	-13	-8
Tb hexokinase	-17	1	-1	0	-9	0	-13	-18
BaF3 tox	8	2	5	4	3	-1	5	2
Ba/F3 V617F tox	5	-2	-2	-1	0	-3	-2	0
Furin inh	-6[20 µM]	-20	-19[20 µM]	-23	6	-20	-15	-14[20 µM]

25	COc1ccc(-n2c(Cc3cccn3C)nnc2SCC(N)=O)cc1
26	CCN(CC(=O)Nc1c(F)cccc1F)C(=O)COc1ccc2c(C)cc(=O)oc2c1
27	CC(=O)OCC1=C(C(=O)O)N2C(=O)C(NC(=O)CCn3nc(C)c(Cl)c3C)C2SC1 (stereo not given)
28	COC(=O)/C=c1/s/c(=C(/C#N)C(=O)N2CCOCC2)n(-c2ccccc2)c1=O
29	CN1CCN(NC(=O)c2cccc(S(=O)(=O)N3CCCCCC3)c2)CC1
30	N#CCSc1nnc(-c2sc3ccccc3c2Cl)o1
31	CCN(CC)C(=O)C1CCCN(Cc2cccc(F)c2)C1 (stereo not given)
32	CCOC(=O)C1=NNC2C(=O)N(Cc3ccccc3)C(=O)C12 (stereo not given)

compound no.	25	26	27	28	29	30	31	32
PPC-1+TRAIL kill	22	8	-4	20	5	43	10	10
p47phox inh	-16	0	-1	-6	-2	-11	4	-8
p97 inhibitor	0	4	3	0	-1	-3	1	-3
PGE2 EP2 inh	7	9	3	21	4	11	1	4
RBBP9 inhibitor	-1	-7	1	-1	3	-1	1	-7
Tb hexokinase	-5	-13	1	-41	-15	-2	-4	-2
BaF3 tox	5	1	2	8	8	8	0	4
Ba/F3 V617F tox	1	-2	0	4	1	4	-5	1
Furin inh	-15	-31	-28	-15[20 µM]	-17	-15	-3	0

33	CC1(C)CC(=O)C(/C=N/c2ncccc2C(=O)O)=C(O)C1
34	Clc1ccccc1CSc1snnc1-c1ccccc1
35	O=C(CSc1nnc(Nc2ccccc2)s1)Nc1cccc(S(=O)(=O)N2CCCCC2)c1
36	NC(=O)c1c(NC(=O)C2CCCO2)sc2c1CCC2 (stereo not given)
37	O=C(COc1ccccc1)NCCn1ccc2ccccc21
38	C=CCSc1nnc(CNC(=O)c2ccccc2C)n1C(C)C
39	CCc1ccc(NC(=O)C(C)OC(=O)/C=C/c2cccc([N+](=O)[O-])c2)cc1 (stereo not given)
40	Cc1cc(C)c(OCC(=O)Nc2nnn(C)n2)c(Br)c1

compound no.	33	34	35	36	37	38	39	40
PPC-1+TRAIL kill	9	8	5	8	8	14	6	-9
p47phox inh	-7	-19	-29	-12	-14	0	-16	-2
p97 inhibitor	-7	1	5	1	-3	0	2	1
PGE2 EP2 inh	7	6	7	9	7	5	4	10
RBBP9 inhibitor	-7	-2	-19	-3	-11	-8	-10	-6
Tb hexokinase	-37	3	-1	-11	9	-1	-6	1
BaF3 tox	-1	1	1	5	5	2	3	3
Ba/F3 V617F tox	-1	-3	-4	3	5	2	2	1
Furin inh	-3[20 µM]	-18[20 µM]	4	-19[20 µM]	-9[20 µM]	-13	-22	-15[20 µM]

41	CC(Sc1nnc(NC2CCCCC2)s1)C(=O)Nc1ccc2c(c1)C(=O)c1ccccc1C2=O (stereo not given)
42	O=C(N1CCCCCC1)N1CCN(S(=O)(=O)N2CCCCC2)CC1
43	COC(=O)c1ccc(NS(=O)(=O)c2ccc(SC)cc2)cc1
44	COc1ccc(COCC(O)CN2CCC(C(N)=O)CC2)cc1OC (stereo not given)
45	O=C(CSc1ccc(Cl)cc1)Nc1ccc(NC(=O)c2ccco2)cc1
46	CC1(C)Cc2nc3sc4c(SCC(=O)O)ncnc4c3cc2CO1
47	Cc1ccc(SCC(=O)N2N=CCC2c2ccccc2)cc1 (stereo not given)
48	CCn1c(=O)n(CC)c2cc(S(N)(=O)=O)ccc21

compound no.	41	42	43	44	45	46	47	48
PPC-1+TRAIL kill	-12	22	11	3	17	71*[5 µM]	4	4
p47phox inh	-21	-14	2	-2	-7	0	1	-16
p97 inhibitor	-2	-1	-1	-1	4	6	1	7
PGE2 EP2 inh	16	11	12	4	7&6	12	5	7
RBBP9 inhibitor	-7	2	-9	2	1	-1	-6	-3
Tb hexokinase	9	-1	-7	-7	-14	-17	-3	8
BaF3 tox	5	3	6	9	0	-1	1	5
Ba/F3 V617F tox	0	1	-1	3	-3	0	-3	-5
Furin inh	-2	-21[20 µM]	-23[20 µM]	-14	-20[20 µM]	-12	-16	-31

49	CC(C)(C)C(=O)Nc1ccc(-c2cnco2)cc1
50	CCO[C@H]1OC(C(=O)NCc2ccccc2)=C[C@@H](c2ccccc2)[C@@H]1CCCO
51	Cc1cc(/C=N/NC(=O)CC#N)c(C)n1-c1ccc([N+](=O)[O-])cc1
52	O=C(c1ccncc1)N(Cc1cc2ccccc2[nH]c1=O)C1CCCCC1
53	O=C(CN1C(=O)c2ccccc2S1(=O)=O)Nc1ccccc1C(=O)NCc1ccco1
54	COc1ccc(OC)c(C(C)NC(=O)c2ccc(Br)cc2)c1 (stereo not given)
55	Cc1cc(=O)[nH]c(N/N=C/c2c(C)oc3ccccc23)n1
56	CC(=O)COC(=O)C1CCN(S(=O)(=O)c2cc([N+](=O)[O-])ccc2Cl)CC1
57	C=CCn1cc(C(=O)NCCCOCC)c(=O)c2cc(S(=O)(=O)N(CC)CC)ccc21
58	O=C(Cn1nc(C(=O)O)c2ccccc2c1=O)Nc1nc(-c2ccccc2)cs1
59	CCCCn1nnc(NC(=O)c2sc3cc(Cl)ccc3c2Cl)n1

compound no.	49	50	51	52	53	54	55	56	57	58	59
PPC-1+TRAIL kill	2	-8	44	12	2	24	6	-15	8	6	-5
p47phox inh	-2	-13	-2	-8	5	4	-2	-7	-3	4	-6
p97 inhibitor	3	0	3	1	8	6	1	1	-10	0	-5
PGE2 EP2 inh	13	9	7	6	11	3	5	3	8	10	34
RBBP9 inhibitor	2	-2	-4	4	3	2	-9	-7	-9	-15	1
Tb hexokinase	-7	-4	-9	-13	7	31	-6	1	-14	-6	-3
BaF3 tox	-2	-3	5	29*	2	6	-1	-5	1	0	3
Ba/F3 V617F tox	-5	1	1	40*	-1	-1	-3	-5	4	0	-1
Furin inh	-25	-30	-27	-19	-15[20 µM]	1	-9	-17	-7	-26	-20[20 µM]

Another view of part of the listing above:
Value order: PPC-1+TRAIL kill, p47phox inh, p97 inhibitor, PGE2 EP2 inh, RBBP9 inhibitor, Tb hexokinase, BaF3 tox, Ba/F3 V617F tox, Furin inh
48) CCn1c(=O)n(CC)c2cc(S(N)(=O)=O)ccc21
→ 4, -16, 7, 7, -3, 8, 5, -5, -31
49) CC(C)(C)C(=O)Nc1ccc(-c2cnco2)cc1
→ 2, -2, 3, 13, 2, -7, -2, -5, -25
50) CCO[C@H]1OC(C(=O)NCc2ccccc2)=C[C@@H](c2ccccc2)[C@@H]1CCCO
→ -8, -13, 0, 9, -2, -4, -3, 1, -30
51) Cc1cc(/C=N/NC(=O)CC#N)c(C)n1-c1ccc([N+](=O)[O-])cc1
→ 44, -2, 3, 7, -4, -9, 5, 1, -27
52) O=C(c1ccncc1)N(Cc1cc2ccccc2[nH]c1=O)C1CCCCC1
→ 12, -8, 1, 6, 4, -13, 29*, 40*, -19
53) O=C(CN1C(=O)c2ccccc2S1(=O)=O)Nc1ccccc1C(=O)NCc1ccco1
→ 2, 5, 8, 11, 3, 7, 2, -1, -15[20 µM]
54) COc1ccc(OC)c(C(C)NC(=O)c2ccc(Br)cc2)c1 (stereo not given)
→ 24, 4, 6, 3, 2, 31, 6, -1, 1
55) Cc1cc(=O)[nH]c(N/N=C/c2c(C)oc3ccccc23)n1
→ 6, -2, 1, 5, -9, -6, -1, -3, -9
56) CC(=O)COC(=O)C1CCN(S(=O)(=O)c2cc([N+](=O)[O-])ccc2Cl)CC1
→ -15, -7, 1, 3, -7, 1, -5, -5, -17
